Source: PubChem BioAssay
CCT chaperon mod: modulators of cytosolic chaperonin (CCT/TRiC) activity. purified chaperonin ATPase assay, HTRF ADP detection, 30 min. activity change, % (concentration not given with the values), hits read low. 0.3% of 360,000 active; in the data active = activity change below about -30%; note: % is set by controls: 0 for no effect and ±100 for the full control effect
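We incubate TRiC, 40 or 20 nM final, with library compounds at 76 uM and 10 uM ATP for 30 min at 37 °C. ADP formed is detected with Transcreener HTRF reagents after 30 min at room temperature.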
Abeta yeast res: restores growth of yeast expressing A-beta42 peptide. AID 1347071. yeast expressing A-beta42, growth rescue, OD600, 48 h; response scale: 0% DMSO, 100% iron-clioquinol control. Potency, µM (series often up to 46.1 µM), for the others: at the top dose growth rescue, usual class: activators. 0.063% of 410,000 active; note: potency is the fitted concentration of half-maximal effect; nearly all actives have a fitted effect of over 55% in size
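Growth rescue measured by 600 nm absorbance after 48 h yeast culture at 30 C with compound. Values normalized between DMSO and an equimolar ferric chloride plus clioquinol control.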
HepG2 tox: counter-screen for TGF-b inhibitors: cytotoxicity in HepG2 cells. HepG2 CAGA-GFP viability, ATP luminescence, 18 h. Potency, µM (titrated, usually from 46.1 µM), for inactives: top-dose activity change, negative = cytotoxicity, usual class: cytotoxic. 0.76% of 410,000 active. AID 588856; note: potency is the fitted concentration of half-maximal effect; some results filed as inactive show a strong effect at the top dose
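CellTiter-Glo luminescence gave cytotoxicity after 18 hours at 37 degrees C. The cells were HepG2 CAGA-GFP in 1% FBS DMEM, stimulated with 500 pg/mL TGF-beta after compound addition. %Activity was normalised to no-cell wells (complete cell-killing) and DMSO (no toxicity), and curves were fitted and classified.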
Mm-Cpn inhibitor: M. maripaludis TRiC chaperonin inhibition | 0.031% of 330,000 active | Potency, µM (titrated, usually from 76.9 µM), without a hit: at the top dose activity, negative = inhibition, actives largely listed as inhibitors | purified Mm-Cpn ATPase, ADP Transcreener TR-FRET; note: potency is the fitted concentration of half-maximal effect; % is set by controls: 0 for no effect and ±100 for the full control effect; nearly all actives have a fitted effect of over 80% in size
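Measured: ADP formation by purified Mm-CPN. Conditions: 25 nM protein, 10 uM ATP, Tris pH 7.4 with Mg2+, K+ and DTT, 37°C for 30 min. Detection: Transcreener HTRF after 30 min at room temperature.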
TGFb SMAD3 inh: TGF-b pathway inhibition | 1.2% of 410,000 active | HepG2 CAGA-GFP TGF-b/SMAD3 reporter, GFP fluorescence, 18 h; TGF-beta stimulated, 500 pg/mL final | Potency, µM (top dose mostly 46.1 µM), for the others: at the top dose activity, negative = inhibition, most hits filed as inhibitors; note: potency is the fitted concentration of half-maximal effect; % is set by controls: 0 for no effect and ±100 for the full control effect; nearly all actives have a fitted effect of over 65% in size
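GFP signal (ex488/em500-530) from TGF-beta-stimulated HEPG2 CAGA-GFP cells, 500 pg/mL final, 18 h at 37 degrees C in DMEM plus 1% FBS, normalized to unstimulated and DMSO-stimulated controls.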
pAkt inh: inhibitors of Akt phosphorylation; AID 651550; Neuro2A IGF-stimulated pAkt S473 HTRF, 20 min; active compounds read low; 0.32% of 360,000 active; activity change, % for hits at 50 µM; in the data active = activity change below about -80%; inconclusive = mostly about -51% to -80%; note: % is set by controls: 0 for no effect and ±100 for the full control effect
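Neuro2A cells in DMEM with 0.5% FBS, overnight at 37 deg C, given compound at single 50 µM final, then IGF (6 nM final) for 20 min at 37 deg C. Lysed; phospho-Akt Ser473 by HTRF after 24 h, 665/615 ratio.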
A549 tox: counter-screen for Nrf2 inhibitors: cytotoxicity in A549 cells; Potency, µM (series often up to 46 µM), for the others: at the highest dose activity change, negative = cytotoxicity, most hits filed as inhibitors; 0.16% of 390,000 active; A549 ARE-Fluc cells, CellTiter-Fluor viability, 18-24 h; note: potency is the fitted concentration of half-maximal effect; % is set by controls: 0 for no effect and ±100 for the full control effect
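Cytotoxicity counterscreen: CellTiter-Fluor fluorescence was measured in A549 ARE_Fluc cells after 18-24 h of compound exposure in a concentration series. The subsequent BugLite luminescent read reports ARE-luciferase activity.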
Nrf2 ARE act: Nrf2 pathway activation; 0.31% of 410,000 active; AREc32 ARE-luciferase reporter (MCF7-derived line), luminescence, 24 h; Potency, µM (series often up to 46.1 µM), inactives show at the highest dose activation, actives largely listed as activators; note: potency is the fitted concentration of half-maximal effect; % of control where 0% means no effect; nearly all actives have a fitted effect of over 65% in size
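Reporter line AREc32 (ARE-Fluc), seeded overnight in OPTI-MEM with 5% FBS; compound pin-transferred, 24 hr at 37 deg C, 5% CO2; luminescent read-out.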
Nrf2 block: blocks Nrf2 signaling; 2.1% of 360,000 active; Potency, µM (highest dose often 46 µM), for the others: top-dose activity change, negative = inhibition, most hits filed as inhibitors; A549 ARE-Fluc reporter, luciferase luminescence, 18-24 h; note: potency is the fitted concentration of half-maximal effect; % is set by controls: 0 for no effect and ±100 for the full control effect; nearly all actives have a fitted effect of over 60% in size
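A549 ARE_Fluc cells, 5000/well, 5% FBS OPTI-MEM; compounds in dose-response, 18-24 h at 37 °C/5% CO2; CellTiter-Fluor viability read (Ex 405/Em 525), then BugLite luciferase luminescence = Nrf2 activity.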
* = called active by the depositor; [ ] = dose if it differs, or a comment. Unless noted, calls come from the whole dose curve; as a rule, active = well fitted curve in the direction sought with a large enough effect; inconclusive = small, poorly fitted or top-dose-only effect, or another doubt; inactive = no such curve, though single readings can be large; an effect the other way counts as inactive or inconclusive.

How did COC(=O)c1cc2nc(-c3ccc(C)cc3)cc(C(F)(F)F)n2n1 do in these assays?
CCT chaperon mod: -8.8; Abeta yeast res: 2%; HepG2 tox: 16%; Mm-Cpn inhibitor: 2%; TGFb SMAD3 inh: 3%; pAkt inh: inactive; A549 tox: 2%; Nrf2 ARE act: 0.0%; Nrf2 block: inconclusive

What do the screens show for `Cc1cc(C)cc(N(CC(=O)Nc2ccccc2-c2ccccc2)S(=O)(=O)c2ccccc2)c1`?
CCT chaperon mod: -2.5; Abeta yeast res: 7%; HepG2 tox: 33%; Mm-Cpn inhibitor: 3%; TGFb SMAD3 inh: -30%; pAkt inh: inactive; A549 tox: -3%; Nrf2 ARE act: -0.5%; Nrf2 block: 2%

Results for COc1ccc(-c2oc3ncn4nc(-c5ccccc5Br)nc4c3c2-c2ccc(OC)cc2)cc1 ?
Abeta yeast res: 11%; HepG2 tox: -34%; TGFb SMAD3 inh: 4%; A549 tox: -2%; Nrf2 ARE act: -0.8%; Nrf2 block: 3%

Results for O=C(O)c1cc(-c2ccc(Cl)c(Cl)c2)n(-c2ccccc2)n1 ?
CCT chaperon mod: 0.8; Abeta yeast res: -1%; HepG2 tox: -2%; Mm-Cpn inhibitor: 1%; TGFb SMAD3 inh: -3%; pAkt inh: inactive; A549 tox: -6%; Nrf2 ARE act: -0.5%; Nrf2 block: inconclusive

Results for COc1ccc(S(=O)(=O)N2CCC(NC(=O)OCc3c(Cl)cccc3Cl)CC2)cc1 ?
CCT chaperon mod: -0.7; Abeta yeast res: inconclusive; HepG2 tox: -11%; Mm-Cpn inhibitor: 0%; TGFb SMAD3 inh: -1%; pAkt inh: inactive; A549 tox: 1%; Nrf2 ARE act: 3.9%; Nrf2 block: -14%

What do the screens show for `COc1ccc(NC(=O)C(c2ccc(C)cc2)N(C)C(=O)CC2NC(=O)NC2=O)cc1` (centres undefined)?
CCT chaperon mod: 0.5; Abeta yeast res: -3%; HepG2 tox: 4%; Mm-Cpn inhibitor: 0%; TGFb SMAD3 inh: 5%; pAkt inh: inactive; A549 tox: -5%; Nrf2 ARE act: -0.4%; Nrf2 block: 11%

How did O=C(NCc1cccc(Cl)c1)c1oc(=O)c2ccccc2c1-c1ccccc1 do in these assays?
Abeta yeast res: -1%; HepG2 tox: -20%; TGFb SMAD3 inh: -19%; A549 tox: -5%; Nrf2 ARE act: -0.9%; Nrf2 block: 9%

How did CC(C)(CNC(=O)c1sc2cc(Cl)ccc2c1Cl)N1CCOCC1 do in these assays?
CCT chaperon mod: -2.6; Abeta yeast res: -13%; HepG2 tox: -27%; Mm-Cpn inhibitor: -9%; TGFb SMAD3 inh: -15%; pAkt inh: inactive; A549 tox: 0%; Nrf2 ARE act: 0.7%; Nrf2 block: inconclusive

Results for O=C(Nc1cccc(Cl)c1Cl)c1snnc1-c1ccccc1 ?
CCT chaperon mod: -6.1; Abeta yeast res: -4%; HepG2 tox: 0%; Mm-Cpn inhibitor: 1%; TGFb SMAD3 inh: -2%; pAkt inh: inactive; A549 tox: 10%; Nrf2 ARE act: -0.2%

Results for O=C(NCC(=O)N(Cc1ccccc1)C(C(=O)NCC1CCCO1)c1ccccc1)c1cccs1 (centres undefined) ?
CCT chaperon mod: 2.0; Abeta yeast res: 3%; HepG2 tox: 0%; Mm-Cpn inhibitor: 0%; TGFb SMAD3 inh: -1%; pAkt inh: inactive; A549 tox: -10%; Nrf2 ARE act: -0.5%; Nrf2 block: 0%

How did CC(C#Cc1ccc2c(c1)COc1c3ccccc3nn1-2)OC(C)(C)C (centres undefined) do in these assays?
CCT chaperon mod: 0.8; Abeta yeast res: -5%; HepG2 tox: -5%; Mm-Cpn inhibitor: -1%; TGFb SMAD3 inh: 5%; pAkt inh: inactive; A549 tox: 1%; Nrf2 ARE act: 2.9%; Nrf2 block: inconclusive

What do the screens show for `COc1ccccc1NC(=O)c1c(NCc2ccc(C)o2)sc2c1CCCCC2`?
Abeta yeast res: -13%; HepG2 tox: -33%; TGFb SMAD3 inh: inconclusive; A549 tox: -1%; Nrf2 ARE act: inconclusive

What do the screens show for `CCOC(=O)Cc1nnc2c(Nc3ccc(Cl)cc3)nc3nonc3n12`?
CCT chaperon mod: -1.0; Abeta yeast res: -87%[inhibitor]; HepG2 tox: -35%; Mm-Cpn inhibitor: -1%; TGFb SMAD3 inh: inconclusive; pAkt inh: inactive; A549 tox: inconclusive; Nrf2 ARE act: 2.7%; Nrf2 block: inconclusive

How did Cn1c(SCc2ccccc2)nnc1-c1ccco1 do in these assays?
CCT chaperon mod: 1.4; Abeta yeast res: 2%; HepG2 tox: -2%; Mm-Cpn inhibitor: 2%; TGFb SMAD3 inh: 6%; pAkt inh: inactive; A549 tox: 0%; Nrf2 ARE act: 2.7%; Nrf2 block: inconclusive

Results for COc1cc(C(C)=O)ccc1OCc1nnc(-c2ccccc2Br)o1 ?
CCT chaperon mod: -1.2; Abeta yeast res: 1%; HepG2 tox: -1%; Mm-Cpn inhibitor: -1%; TGFb SMAD3 inh: 10%; pAkt inh: inactive; A549 tox: -16%; Nrf2 ARE act: 4.6%; Nrf2 block: inconclusive

How did COC(=O)Cc1[nH]n(-c2ccccc2)c(=O)c1C=Nc1ccc(C)cc1 do in these assays?
CCT chaperon mod: 0.8; Abeta yeast res: 1%; HepG2 tox: -13%; Mm-Cpn inhibitor: -2%; TGFb SMAD3 inh: -10%; pAkt inh: inactive; A549 tox: 0%; Nrf2 ARE act: -0.4%; Nrf2 block: 6%

Results for CCN(CC)C(=O)CSc1nc2ccccc2c(=O)n1Cc1ccco1 ?
Abeta yeast res: -17%; HepG2 tox: 2%; TGFb SMAD3 inh: -12%; A549 tox: -14%; Nrf2 ARE act: 1.0%

What do the screens show for `O=C(NNC(=O)c1ccc(-c2ccccc2)cc1)Nc1ccccc1`?
CCT chaperon mod: -0.8; Abeta yeast res: -19%; HepG2 tox: 19%; TGFb SMAD3 inh: 0%; pAkt inh: inactive; A549 tox: -1%; Nrf2 ARE act: -0.9%; Nrf2 block: 27%

What do the screens show for `O=C(Nc1cccc(O)c1)c1ccc(NC(=O)C2CCCO2)cc1` (centres undefined)?
CCT chaperon mod: -12; Abeta yeast res: -7%; HepG2 tox: -4%; Mm-Cpn inhibitor: 3%; TGFb SMAD3 inh: 19%; pAkt inh: inactive; A549 tox: 7%; Nrf2 ARE act: 1.8%; Nrf2 block: 12%

Results for Cc1nc2ccc(NC(=O)NCc3ccco3)cc2s1 ?
CCT chaperon mod: -2.6; Abeta yeast res: -8%; HepG2 tox: 5%; Mm-Cpn inhibitor: -2%; TGFb SMAD3 inh: 1%; pAkt inh: inactive; A549 tox: -1%; Nrf2 ARE act: 0.3%; Nrf2 block: 1%

Results for COc1cccc(C(=O)Nc2nc(-c3nnn(-c4ccccc4C(F)(F)F)c3C)ns2)c1 ?
Abeta yeast res: -9%; HepG2 tox: -54%; TGFb SMAD3 inh: 13µM*; A549 tox: -21%; Nrf2 ARE act: 2.1%; Nrf2 block: -10%

How did Nc1ccccc1C(=O)Nc1ccc(Cl)cc1Cl do in these assays?
CCT chaperon mod: -0.3; Abeta yeast res: -5%; HepG2 tox: -20%; Mm-Cpn inhibitor: -6%; TGFb SMAD3 inh: -8%; pAkt inh: inactive; A549 tox: 2%; Nrf2 ARE act: 18%; Nrf2 block: inconclusive

Results for Cc1ccc(S(=O)(=O)N2[C@H](c3ccc(Cl)cc3)CC(=O)[C@@H]3CN(S(=O)(=O)c4ccccc4C)[C@H](c4ccc(Cl)cc4)C[C@@H]32)cc1 ?
CCT chaperon mod: 0.9; Abeta yeast res: -2%; HepG2 tox: -2%; TGFb SMAD3 inh: -12%; pAkt inh: inactive; Nrf2 ARE act: -0.6%

Results for Cc1nnc(Oc2ccc([N+](=O)[O-])cc2)c2ccccc12 ?
CCT chaperon mod: -3.5; Abeta yeast res: -5%; HepG2 tox: -7%; Mm-Cpn inhibitor: -2%; TGFb SMAD3 inh: 9%; pAkt inh: inactive; A549 tox: 0%; Nrf2 ARE act: 0.2%; Nrf2 block: inconclusive

What do the screens show for `O=C(NN1CCOCC1)c1cc(-c2ccc(Cl)c(Cl)c2)nc2ccccc12`?
CCT chaperon mod: 2.1; Abeta yeast res: 0%; HepG2 tox: -1%; Mm-Cpn inhibitor: 1%; TGFb SMAD3 inh: 1%; pAkt inh: inactive; A549 tox: -6%; Nrf2 ARE act: 0.5%; Nrf2 block: 18%

Results for Cc1cc(C)cc(C(=O)NCC(=O)N2CCC(C(N)=O)CC2)c1 ?
CCT chaperon mod: 2.9; Abeta yeast res: 9%; HepG2 tox: -2%; Mm-Cpn inhibitor: -2%; TGFb SMAD3 inh: 6%; pAkt inh: inactive; A549 tox: 1%; Nrf2 ARE act: -0.1%; Nrf2 block: 3%

What do the screens show for `CCn1c(=O)n(CCc2ccccc2)c(=O)c2c3c(sc21)CCCC3`?
CCT chaperon mod: -0.7; Abeta yeast res: -6%; HepG2 tox: 8%; Mm-Cpn inhibitor: -2%; TGFb SMAD3 inh: 1%; pAkt inh: inactive; A549 tox: inconclusive; Nrf2 ARE act: 0.2%; Nrf2 block: 1%
